Diaph inh CS – inhibits diaphorase or chemically oxidizes, flagging diaphorase assay artifacts. 190,000 tested, 0.69% active. diaphorase resazurin-to-resorufin fluorescence, NADH, 16 min; bacterial (C. kluyveri) enzyme, not human. inhibition, % at 20 µM;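 active = primary screen inhibition at 20 µM above a set limit, cut at about 50% in these data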;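 note: plate controls were DMSO with full reaction for no effect and wells lacking NADH for full effect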
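Assay system – diaphorase enzyme from Clostridium kluyveri · Amount – diaphorase 0.14 U/mL (working solution) · Times – reaction incubation of 16 min at room temperature · Controls – No-NADH positive control and DMSO neutral control · Signal – resorufin fluorescence 544/590 nm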
G6PDH CS – inhibits Leuconostoc G6PDH, flagging false hits in G6PDH-based assays; Purified L. mesenteroides G6PDH, diaphorase/resazurin coupled fluorescence, 45 min; inhibition, % at 5 µM; 200,000 tested, 0.12% active; in the data active = inhibition above about 50%
Diaphorase act – activates diaphorase or chemically reduces, flagging diaphorase assay artifacts; 190,000 tested, 0.005% active; activation factor at 20 µM; Diaphorase/resazurin coupled assay, resorufin fluorescence, 16 min; active compounds read high; 1 = vehicle wells, 0 = NADH-free wells;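 active = diaphorase activity raised at least twofold by the compound at 20 µM; inactive = activation factor below 2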
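Test system: Clostridium kluyveri diaphorase, purified enzyme. Buffer or medium: 50 mM HEPES pH 7.4 buffer plus MgCl2 and Tween 20. Also added: 0.114 mM NADH and 0.1 mM resazurin, final amounts. Dosing: compound 20 µM once, DMSO 1%. Schedule: 16 min enzyme reaction, ambient temperature. Detection: fluorescence of resorufin, 544 nm excitation, 590 nm emission.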
PMI activator – phosphomannose isomerase (human) activation; P34949; purified human PMI, coupled resazurin fluorescence, 20 min; active compounds read high; 1 = vehicle control, 0 substrate-free wells; activation factor at 20 µM; 190,000 tested, 0.005% active;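 active = activation factor of 2 or more at 20 µM, relative to plate controls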
Target sequence (P34949 whole entry, looked up): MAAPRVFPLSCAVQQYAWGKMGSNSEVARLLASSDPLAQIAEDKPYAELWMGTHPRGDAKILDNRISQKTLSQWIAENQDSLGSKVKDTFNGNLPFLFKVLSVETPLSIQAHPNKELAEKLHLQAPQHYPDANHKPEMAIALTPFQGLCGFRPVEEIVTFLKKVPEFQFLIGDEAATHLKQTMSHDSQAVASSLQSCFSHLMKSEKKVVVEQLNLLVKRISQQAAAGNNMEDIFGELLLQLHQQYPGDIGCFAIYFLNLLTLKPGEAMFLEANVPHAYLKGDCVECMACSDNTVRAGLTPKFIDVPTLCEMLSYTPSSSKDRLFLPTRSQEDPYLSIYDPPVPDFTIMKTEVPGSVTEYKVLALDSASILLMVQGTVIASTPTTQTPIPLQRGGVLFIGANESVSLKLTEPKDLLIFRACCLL
TNAP inh no acc – blocks human TNAP activity with no phosphate acceptor present; purified TNAP, CDP-star luminescence, 30 min; 200,000 tested, 0.26% active; P05186; AID 1012; inhibition, % at 20 µM;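 active = tissue-nonspecific alkaline phosphatase inhibition above about 50% at 20 µM in the single-dose screen, limit read from the data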;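 note: 0% = DMSO negative control and 100% = EDTA positive control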
Target sequence (P05186 whole entry, looked up): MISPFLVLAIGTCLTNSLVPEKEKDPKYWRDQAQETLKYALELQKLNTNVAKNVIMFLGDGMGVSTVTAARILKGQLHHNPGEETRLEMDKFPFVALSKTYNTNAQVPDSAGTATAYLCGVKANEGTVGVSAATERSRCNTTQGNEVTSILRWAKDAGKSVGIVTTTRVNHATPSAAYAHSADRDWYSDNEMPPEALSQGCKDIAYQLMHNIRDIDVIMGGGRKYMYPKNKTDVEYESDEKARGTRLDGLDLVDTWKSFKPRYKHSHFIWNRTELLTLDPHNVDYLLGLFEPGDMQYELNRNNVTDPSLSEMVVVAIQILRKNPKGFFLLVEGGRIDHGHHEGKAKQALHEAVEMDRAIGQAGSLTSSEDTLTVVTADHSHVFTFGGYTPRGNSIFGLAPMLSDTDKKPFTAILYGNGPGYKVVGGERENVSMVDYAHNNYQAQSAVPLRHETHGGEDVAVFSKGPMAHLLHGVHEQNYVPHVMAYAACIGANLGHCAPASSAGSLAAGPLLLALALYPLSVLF
PMI act hi M6P – increases human PMI activity with near-saturating mannose 6-phosphate. P34949. 190,000 tested, 0.34% active. coupled PMI enzyme assay, resazurin fluorescence, 20 min; active compounds read high; 1 = untreated enzyme, 0 = substrate-free blank. activation factor at 20 µM;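 active = activation factor of 2 or more at 20 µM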
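Material: human phosphomannose isomerase with PGI, G6PDH, diaphorase coupling enzymes. Quantity: 15 ng/mL PMI. Medium: HEPES pH 7.4 buffer with MgCl2 and Tween-20. Reagent: Near-saturating mannose-6-phosphate, 1.0 mM. Compound: 20 µM single dose. Times: enzyme reaction with compound 20 min at room temperature. Detection: resorufin fluorescence at Ex 544/Em 590 nm.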
HMGR II inh – inhibitors of class II HMG-CoA reductase from Enterococcus faecalis | purified E. faecalis HMGR, NADPH absorbance 340 nm kinetic | inhibition, % at 10 µM | 190,000 tested, 0.41% active | AID 1066;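 active = inhibition above a set limit, the median over all tested compounds plus 3 SD, cut at about 9.5% in these data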;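 note: enzyme runs in reverse so mevalonate oxidation gives rising NADPH absorbance; 0% = complete reaction with DMSO and 100% = background rate lacking mevalonate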
TNAP inh hiacc – blocks human TNAP under high phosphate acceptor concentration; P05186; purified TNAP, CDP-star luminescence, 1 M DEA; inhibition, % at 20 µM; 200,000 tested, 0.03% active;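 active = over 50% inhibition of tissue-nonspecific alkaline phosphatase at 20 µM in the single-dose screen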;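 note: plate controls were DMSO wells for no effect and EDTA-quenched wells as full inhibition for full effect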
FLuc stim CS – firefly luciferase counter-screen for stimulation assays. P08659. ATPlite luciferase biochemical, luminescence, 10 min; 0 = ATP-free wells, 1 = DMSO control. activation factor at 10 µM. 200,000 tested, under 10 active;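 active = luciferase activation factor, scaled between plate controls, of at least 2 with compound at 10 µM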
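Assay system: Luciferase/luciferin reagent mix; Medium: PBS as buffer for the ATP substrate; Dosing: test compounds dosed from 2 mM stocks in 100% DMSO; Times: 10 min, room temperature; Signal: luminescence from luciferase reaction; Read-out: luciferase activation; Controls: No-ATP low control, compound-free enzyme-plus-ATP high control.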
TNAP act hi DEA – increases human TNAP activity under high phosphate acceptor concentration. P05186. purified TNAP, CDP-star luminescence, 1 M DEA, 30 min; active compounds read high; 0 = EDTA background, 1 = DMSO-only activity. activation factor at 20 µM. 200,000 tested, under 10 active;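 active = activation factor at least 2 at 20 µM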
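Assay system: human TNAP; Input: enzyme diluted 1/800 final; Reagent: CDP-star luminogenic substrate at 100 µM final; Timing: 30 min, room temperature; Signal: luminescence; Evaluation: TNAP activation factor scaled between EDTA and DMSO control wells.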
Numbers without * were called inactive; x = no result given. Rows were taken by chance. About 1.7% of those tested had a hit in this group.

SMILES	Diaph inh CS	G6PDH CS	Diaphorase act	PMI activator	TNAP inh no acc	PMI act hi M6P	HMGR II inh	TNAP inh hiacc	FLuc stim CS	TNAP act hi DEA
O=C(c1ccncc1)N(Cc1ccco1)Cc1cc2ccccc2[nH]c1=O	10	2	0.9	1	-9	1	-1	-1	1	1
O=C(Nc1cccc(Cl)c1)c1ccc(NCCCN2CCOCC2)c([N+](=O)[O-])c1	7	1	0.9	1	-1	1	0	1	1.1	1
O=C(N/N=C/c1cnc(N2CCCCC2)s1)c1ccc(C(F)(F)F)cc1	8	15	0.9	0.9	-4	0.9	2	-5	1.1	1.1
Nc1cc(=O)nc(SCc2ccccc2)n1Cc1ccco1	24	-4	0.8	0.8	-13	0.9	-3	-5	1.1	1.1
COc1ccc(-c2nnc(NC(=O)C3CCCO3)s2)cc1 (stereo unspecified)	1	6	1	1	-7	1.1	1	-4	0.7	1
Cc1ccc(-c2c(C)sc(NC(=O)C3C4CCC(O4)C3C(=O)O)c2C(=O)OC(C)C)cc1 (stereo unspecified)	16	8	0.8	1.1	2	1	-8	-2	1.1	1
COc1ccc(C(CCNCc2ccccc2)c2ccc(F)cc2)cc1 (stereo unspecified)	0	-7	1	0.9	-17	1	-10	-6	1.1	1.1
CCOCC(=O)N(CC)Cc1ccccc1	x	12	x	x	-8	x	-1	-6	1.1	1.1
COc1ccc(Nc2nc(C(=O)N(CCO)Cc3ccccc3)cs2)cc1	39	22	0.6	0.8	-8	0.8	0	-8	1	1.1
O=C(CCN1C(=O)COc2ccccc21)N1CCN(c2ccccn2)CC1	6	-5	0.9	0.9	-12	1	0	3	1	1
COc1ccc(N2CCN(C(CNC(=O)C(=O)NCc3ccncc3)c3ccco3)CC2)cc1 (stereo unspecified)	6	3	0.9	1	-6	0.9	-5	0	1	1
COc1cc(/C=C/C(=O)NCCN2CCOCC2)cc(OC)c1OC	13	-8	0.9	1	-8	1	-2	-5	1.1	1.1
Cn1cccc1P(=O)(c1cccn1C)c1cccn1C	5	22	0.9	1	3	1.1	-2	-4	1.1	1
O=C(NCc1ccccn1)c1cc2ccccn2n1	7	-5	0.9	1	-9	1	-1	4	1	1
CCCOc1ccc(Cc2nn3c(=O)/c(=C/c4ccco4)sc3nc2=O)cc1	12	7	0.9	1.1	-2	1	2	-5	1.1	1.1

A draw from above in order of SMILES length, lowest first.
SMILES	Diaph inh CS	G6PDH CS	Diaphorase act	PMI activator	TNAP inh no acc	PMI act hi M6P	HMGR II inh	TNAP inh hiacc	FLuc stim CS	TNAP act hi DEA
CCOCC(=O)N(CC)Cc1ccccc1	x	12	x	x	-8	x	-1	-6	1.1	1.1
O=C(NCc1ccccn1)c1cc2ccccn2n1	7	-5	0.9	1	-9	1	-1	4	1	1
Cn1cccc1P(=O)(c1cccn1C)c1cccn1C	5	22	0.9	1	3	1.1	-2	-4	1.1	1
COc1ccc(-c2nnc(NC(=O)C3CCCO3)s2)cc1 (stereo unspecified)	1	6	1	1	-7	1.1	1	-4	0.7	1
COc1ccc(N2CCN(C(CNC(=O)C(=O)NCc3ccncc3)c3ccco3)CC2)cc1 (stereo unspecified)	6	3	0.9	1	-6	0.9	-5	0	1	1

(list continues)
SMILES	Diaph inh CS	G6PDH CS	Diaphorase act	PMI activator	TNAP inh no acc	PMI act hi M6P	HMGR II inh	TNAP inh hiacc	FLuc stim CS	TNAP act hi DEA
COc1ccc(-c2noc(COc3ccc4c(c3)OCO4)n2)cc1OC	3	17	1	0.9	-8	1	-2	-3	0.9	1
Cc1c(C(=O)OCc2ccccc2)[nH]c2c1C(=O)CC(c1ccco1)C2 (stereo unspecified)	14	-33	0.9	0.9	-8	0.9	-4	2	1	1
C=CCn1c(C(C)NC(=O)c2ccccc2C)n[nH]c1=S (stereo unspecified)	10	9	0.9	1	-2	1	-3	0	0.9	1
CN(C)S(=O)(=O)N1CCN(c2ccc([N+](=O)[O-])cc2)CC1	5	5	0.9	1	7	1	-1	10	1.1	0.9
CCN1CCN(C(c2cccs2)C(C)NC(=O)c2ccco2)CC1 (stereo unspecified)	-12	3	1.1	1	-8	1.1	-1	-2	1	1
CCn1c(SCC(=O)Nc2cc(C)ccc2C)nc2c(c1=O)SC(C)C2 (stereo unspecified)	19	-16	0.8	0.9	-4	0.9	-5	-5	1.1	1
COC(=O)CCC(=O)Nc1ccc(C)cc1OC(=O)CCC(=O)OC	4	4	1	1.2	-1	1.2	-4	2	1	1
O=C(c1noc2c1CCCC2)N1CCOCC1	12	16	0.9	0.9	-8	0.8	7	-6	1	1.1
CCOC(=O)c1nnn(-c2nonc2N)c1CSc1ccccc1	8	4	0.9	1	-15	0.8	2	-4	1.1	1
CN(C)CCOCCSc1ccc(Cl)cc1	10	6	0.9	0.9	-7	0.9	-6	-1	1	1
CCOC(=O)C1CCCN(Cc2cc(Br)ccc2OC)C1 (stereo unspecified)	15	12	0.8	0.8	-12	0.9	-1	-6	1	1.1
CCn1ccnc1CNC(=O)c1cc(COc2ccc(F)cc2F)on1	-19	14	1.2	1	-7	1.1	5	-8	1	1.1
O=C(NNC(=O)c1cccnc1SCc1cccc([N+](=O)[O-])c1)c1ccccn1	41	-4	0.6	0.6	-140	1	-1	-4	1	1
CCC1=NN(C(=O)Cc2ccc(OC)cc2)C(O)(C(F)(F)F)C1 (stereo unspecified)	16	4	0.8	1	-9	1	-8	-5	1.1	1
CCN(Cc1ccncc1)C(=O)CCc1nnc(CCc2ccccc2OC)o1	3	10	1	0.9	-7	1	-10	-4	1	1
C#CCNC(=O)c1cccn1-c1ncc(C(F)(F)F)cc1Cl	0	10	1	1	-11	1	-3	-6	1	1.1
O=C(N/N=C/c1cccc(Br)c1)c1ccc(Br)cc1	-6	2	1.1	0.9	-10	1	-6	0	0.8	1
C=CCN1C(=O)CS/C1=N/c1nccs1	-2	-4	1	1	-8	1	-2	-6	1.1	1.1
CN(C)CCNc1nc2c(c(=O)[nH]c(=O)n2C)n1CC(O)COc1ccc(Cl)cc1 (stereo unspecified)	8	0	0.9	1	-3	1	0	1	1	1
O=C(Nc1nc(-c2ccccn2)cs1)C1COc2ccccc2O1 (stereo unspecified)	9	26	0.9	1	-1	0.9	-5	-4	0.9	1
CCN(CC)C(=O)Oc1cc(=O)n2c3c(cccc13)CCC2	-10	0	1.1	1	-12	1.1	2	-3	1	1
O=C(Nc1ccc(S(=O)(=O)Nc2nccs2)cc1)c1ccc(S(=O)(=O)N2CCOCC2)cc1	16	-2	0.8	1	-2	1	-2	-3	1.1	1
CCc1cc(-c2n[nH]c(=S)n2C(C)c2ccccc2)cs1 (stereo unspecified)	20	31	0.8	0.8	8	0.8	-2	0	1	1
CC1CN(CCCCOc2ccc3ccccc3c2)CC(C)O1 (stereo unspecified)	21	10	0.8	0.9	-10	1	-6	1	1	1
CC(C)C1S/C(=N/N=C/c2ccco2)NC1=O (stereo unspecified)	1	15	1	1	-6	1.1	0	-2	1	1
COc1ccc(-n2cc(-c3ccc(OC(F)F)cc3)[n+]3c2CCCCC3)cc1	10	-3	0.9	1.1	-10	1.1	-5	-7	1.1	1.1
COc1ccc(OC)c(Nc2nc3nonc3nc2N2CCCC(C)C2)c1 (stereo unspecified)	7	5	0.9	1.1	-16	1.1	-1	0	1.1	1
CC(C)Cc1ccc(S(=O)(=O)N2CCOCC2)cc1	17	19	0.8	0.8	-10	0.9	0	-6	1	1.1
C=CCNc1c2c(nc3nnnn13)CCCC2	5	-4	1	1.1	-7	1	-3	-4	1.1	1
COC(=O)CSc1cc(C)nc2ccc(OC)cc12	10	0	0.9	1	-9	0.9	1	-2	1	1
O=C(CSc1nnc(-c2ccccc2)c(-c2ccccc2)n1)NCc1ccco1	0	11	1	1.2	-2	1.1	-1	-3	1.1	1
CN1CCN(C(=O)CN(Cc2ccc(Cl)cc2)S(C)(=O)=O)CC1	9	14	0.9	0.9	-8	0.9	1	0	1	1
CCCOC(=O)c1c(NC(=O)CCCn2nc([N+](=O)[O-])c(Cl)c2C)sc(C(=O)OC)c1C	11	-23	0.9	0.9	-12	1	-2	0	1.1	1
O=C(Nc1ccccc1)c1ccc(S(=O)(=O)NCC2CCCO2)cc1 (stereo unspecified)	4	8	1	1	-6	1	0	-8	1.1	1.1
Cc1nc2ccccc2cc1O	13	18	0.9	0.8	-12	0.9	-1	-2	1	1
COc1ccccc1-n1c(=O)oc2ccc(Cl)cc2c1=O	-6	2	1.1	0.9	-11	1	-4	-2	1	1
O=C(CCC1COc2ccccc2O1)NC1CCCCC1 (stereo unspecified)	-5	3	1	1.1	-18	1	-3	-2	1	1
CC(=O)c1ccc(N2CCN(C(=O)Cc3cccs3)CC2)cc1	4	-1	1	1	-16	1	0	-8	1	1.1
CCOC(=O)c1sc(NC(=O)CSc2nc(O)c(Cc3ccccc3)c(=O)[nH]2)nc1C	12	5	0.9	1.1	-16	1.1	-4	-2	0.3	1
CS(=O)(=O)Nc1ccccc1C(=O)Nc1cccc(Cl)c1	0	-4	1	1	-1	1	-10	-3	1	1
COc1cccc(-c2nnc(SCC(=O)Nc3ccc(OC)c(OC)c3)n2N)c1	13	-3	0.9	1	-15	1	-6	-4	1	1
COc1ccc2cc3c(N)c(C(=O)NCc4ccco4)sc3nc2c1	29	-63	0.7	0.9	-6	0.9	-3	2	0.9	1
CCC(=O)Nc1nc2ccccc2n1Cc1ccccc1	11	2	0.9	1	-17	1	-3	-6	1.1	1.1
Cc1ccn2c(NC(=O)c3cccs3)c(-c3ccccc3)nc2c1	11	-18	0.9	1.1	-18	1.1	-4	-4	1	1
Cc1cc(CC(C)C)n(-c2nc3ccccc3c(=O)n2OCC(N)=O)n1	12	8	0.9	1	-4	0.9	-1	0	1	1
CCOC(=O)c1[nH]c(C)c(C(=O)Nc2ccccc2C)c1C	19	24	0.8	0.8	-4	0.9	3	0	1	1

Assay outcomes from PubChem BioAssay.
